High-throughput results: PubChem BioAssay, several laboratories
SDO1 yeast rescue – restores growth of sdo1-depleted yeast; S. cerevisiae sdo1-depleted JHY4D growth rescue, OD600 30 h; hits give high values; pdr5 snq2 efflux-pump mutant strain; z-score at 10 µM; 140,000 tested, 0.21% active; AID 817;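 active = z-score above 3 at both the 24 hr and the 30 hr optical density reads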;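 also: z-score against mean and SD of all compound wells on the same plate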
INS promoter inh – TRM-6 insulin promoter activity inhibition | TRM-6 cells (human fetal islet line), insulin promoter-eGFP reporter, imaging; reporter expression induced with tamoxifen | inhibition, % at 2 µM | 130,000 tested, 0.9% active | AID 1273;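 active = inhibition above the mean plus 3 SD, with well images judged a real hit on visual review, cut at about 60% in these data, passing the limit was not always enough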
SDO1 yeast rescue Rescue 24 h – recorded beside SDO1 yeast rescue, whose call it bears; z-score; S. cerevisiae sdo1-depleted JHY4D growth rescue, OD600; measured here: growth rescue at 24 h;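 0 is the plate mean of compound wells and units are plate SD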
* hit, by the source's call; x = not tested or not shown. This is a subset; count on the stated rates, not on these rows.

nr	structure	SDO1 yeast rescue	INS promoter inh	SDO1 yeast rescue Rescue 24 h
1	COc1ccc(-n2c(N)c(C(=O)NCc3ccco3)c3nc4ccccc4nc32)cc1OC	-0.82	42.9	0.54
2	O=C(CCc1nnc(CCCCc2ccccc2)o1)NCCCc1cccnc1	x	46.3	x
3	CCc1ccccc1NC(=O)CN(C)Cc1nc(N)nc(Nc2ccccc2C)n1	-0.86	x	-0.78
4	Nc1ccn(Cc2cccc(Cl)c2)n1	x	25.0	x
5	CC(C)OC(=O)c1nn2c(C(F)(F)F)cc(-c3ccc(Br)o3)nc2c1Br	-2.23	7.7	-1.48
6	Cc1cccc(OCC(=O)OCC(=O)c2c(N)n(C)c(=O)n(C)c2=O)c1	0.49	-37.5	0.03
7	CCS(=O)CCSC(=N)N (stereo not given)	0.12	7.1	-0.42
8	CN1CCc2nc(NC(=O)c3cccc(OC(F)F)c3)sc2C1	-0.72	28.6	-0.93
9	Cc1ccc(NC(=O)CCNS(=O)(=O)c2ccccc2)c(C(=O)c2ccccc2)c1	-1.1	-66.7	-0.88
10	CN(C(=O)CCc1nc2ccccc2s1)c1ccccc1	1.11	-158.1	1.28
11	c1ccc(NC2=Nc3ccccc3CC2)cc1	0.05	18.8	-0.42
12	CC(C)OC(=O)/C(=C\C=C\c1ccccc1)NC(=O)c1ccccc1	0.12	-10.0	-0.11
13	COc1cc(/C=N/NC(=O)c2ccc(CSc3nncn3C)cc2)cc(OC)c1O	x	26.7	x
14	O=C(Nc1ccc(Cl)cn1)c1cc2ccccc2o1	-0.11	10.3	0.07
15	CCOC(=O)c1cnc(-n2nc(C)cc2C)nc1NCc1ccccc1	-2.68	-21.4	-1.56
16	CCCCNc1ccc(S(=O)(=O)c2cccc([N+](=O)[O-])c2)cc1[N+](=O)[O-]	-0.23	x	0.65
17	O=C(O)c1cc(Cl)c(Cl)cc1C(=O)N1CCCC1	-0.05	37.0	-0.56
18	Cc1ccnc(N2CCC(C(=O)Nc3ccc(Oc4ccccc4)cc3)CC2)n1	-0.98	x	0.73
19	O=C(NCCc1c[nH]c2ccccc12)C1CCC(Cn2c(=S)[nH]c3ccccc3c2=O)CC1 (stereo not given)	0.27	-40.0	0.4
20	COc1ccc(/C=C/C(=O)Nc2ccccc2C(=O)O)cc1	x	35.0	x
21	Cc1ccc(S(=O)(=O)N2CC(O)C[C@H]2C(=O)OCC(=O)c2ccccc2)cc1 (stereo not given in full)	1.61	38.5	1.31
22	COc1ccc(/C=C/C(=O)C2CC2)cc1COc1c(C)cccc1C	x	13.3	x
23	Cn1nccc1C(=O)N1CCN(c2ccc(F)cc2)CC1	1.24	62.5	0.78
24	Cc1ccc(S(=O)(=O)NC(=NCC(=O)O)c2ccccc2)cc1	0.92	x	1.09
25	CN(C)C(=O)c1cc(C(=O)c2ccc(C(F)(F)F)cc2F)c[nH]1	x	-55.6	x
26	COc1ccc(C2OC(=O)CC2C(=O)NC2CCCC(C)C2C)cc1OC (stereo not given)	1.01	37.5	0.25
27	COC(=O)c1ccc(CSc2nnc3ccccn23)o1	0.38	-15.2	-0.15
28	CC(OC(=O)c1cccs1)C(=O)NCC1CCCO1 (stereo not given)	0.33	x	0.31
29	Cn1c(N)c(C(=O)COC(=O)Cn2cc(C(F)(F)F)ccc2=O)c(=O)n(C)c1=O	0.51	-36.1	0.57
30	COc1ccc(S(=O)(=O)N2CCCCC2C(=O)O)cc1 (stereo not given)	0.31	72.4	0.13
31	CC(C)CCn1c(SCC(N)=O)nc2c1c(=O)n(C)c(=O)n2C	0.08	x	-0.85
32	CN1CCN(CC(C)(C)NS(=O)(=O)c2ccc(Cl)cc2)CC1	-0.12	x	-1.1
33	C=CCn1c(-c2cccc([N+](=O)[O-])c2)n[nH]c1=S	x	50.0	x
34	O=[N+]([O-])c1ccc(N2CCN(S(=O)(=O)c3ccc4ccccc4c3)CC2)cc1NCc1ccco1	0.93	-18.5	1
35	CCOc1cc(N2CCOCC2)c(OCC)cc1NC(=O)c1ccccc1	x	46.3	x
36	O=C(NCC1CCCO1)c1cc2ccccc2[nH]1 (stereo not given)	0.26	x	-0.29
37	CCn1c(C)cc2c(c1=O)C(c1ccc3c(c1)OCO3)C(C#N)=C(N)O2 (stereo not given)	1.18	58.3	0.35
38	O=C(Nc1ccc(Cl)cn1)C1CCCN1S(=O)(=O)c1cccc2ccccc12 (stereo not given)	-0.93	-42.9	0.07
39	CCCN(CCC)C(=O)c1ccc2c(c1)N(Cc1ccccc1)C(=O)CS2=O (stereo not given)	0.85	-14.3	0.3
40	COc1cc(NC(=S)Nc2cccc(Cl)c2Cl)c(OC)cc1Cl	-1.64	-34.5	-0.73
41	COc1ccc(C(N)CCc2ccc(C)o2)cc1 (stereo not given)	0.72	x	1.61
42	CCN(CC)/C(=N/S(=O)(=O)c1ccc(C)cc1)c1ccccc1	0.23	-12.5	-0.3
43	C(=N\Nc1nc2ccccc2[nH]1)/C1CCCCC1	x	22.2	x
44	CC1CCC(NC(=O)CN2C(=O)C3CCCN3c3ncc(Cl)cc32)CC1 (stereo not given)	0.24	-14.3	0.3
45	O=c1[nH]c(SCc2n[nH]c(=S)n2-c2ccccc2)nc2ccccc12	1.4	-2.6	1.84
46	CSc1nc(N2CCCC2)c2c(c1C#N)CC(C)(C)OC2	0.38	-118.2	-0.24
47	CC1SC(=Nc2ccccc2)N(S(=O)(=O)c2ccccc2)C1=O (stereo not given)	0.74	38.5	0.6
48	C/C(=N/NC(=O)Cc1ccccc1)c1ccc(C)s1	1.01	16.7	-0.59
49	O=C(c1cn(-c2ccccc2)nc1-c1cccs1)N(CCO)Cc1ccccc1	-1.92	-18.9	-2.16
50	CN(C)S(=O)(=O)N1CCN(CC(O)COc2ccc3cc(Br)ccc3c2)CC1 (stereo not given)	-1.14	17.2	-1.19
51	COCc1cc(C)nc(OCC(=O)N/N=C/c2ccc(C)o2)c1C#N	x	-5.9	x
52	Cc1ccccc1CC1(CO)CCCN(Cc2ccc(C#CC(C)(C)O)cc2)C1 (stereo not given)	x	-4.3	x
53	COc1ccc(-c2nn(-c3ccccc3)cc2/C=C(/C#N)C(N)=O)cc1[N+](=O)[O-]	-0.86	x	-0.2
54	OC1(c2ccccc2)CCN(Cc2ccccc2)CC1	x	25.0	x
55	CCN1CCN(Cc2c(O)ccc3c(=O)c(-c4ccccc4OC)coc23)CC1	0.85	-14.3	1.36
56	Cc1nn(-c2ccccc2)c2c1C(c1ccco1)C(C#N)=C(N)O2 (stereo not given)	-0.56	x	-0.82
57	CCOCCCNc1nc(=S)[nH]c2cc(OC)c(OC)cc12	0.6	x	0.59
58	COc1ccc(CNc2nc(-c3cccnc3)nn2C(=O)c2cccs2)cc1	-1.52	x	-1.2
59	COc1ccc(C2N3CC4(C)CN2CC(C)(C3)C4)cc1OC (stereo not given)	0.84	31.2	1.45
60	Cc1cccc2cc3c(N)c(C#N)sc3nc12	-0.2	x	0.7

Brought forward from above: five compounds, then new ones.
nr	structure	SDO1 yeast rescue	INS promoter inh	SDO1 yeast rescue Rescue 24 h
56	Cc1nn(-c2ccccc2)c2c1C(c1ccco1)C(C#N)=C(N)O2 (stereo not given)	-0.56	x	-0.82
57	CCOCCCNc1nc(=S)[nH]c2cc(OC)c(OC)cc12	0.6	x	0.59
58	COc1ccc(CNc2nc(-c3cccnc3)nn2C(=O)c2cccs2)cc1	-1.52	x	-1.2
59	COc1ccc(C2N3CC4(C)CN2CC(C)(C3)C4)cc1OC (stereo not given)	0.84	31.2	1.45
60	Cc1cccc2cc3c(N)c(C#N)sc3nc12	-0.2	x	0.7
61	O=C(NCc1ccco1)C(c1cccs1)N(Cc1ccccc1)C(=O)Cn1nnc2ccccc21 (stereo not given)	1.23	x	2.22
62	Cc1ncc(C23CC4CC(CC(C4)C2)C3)[nH]1	1.64	x	1.2
63	CCOC(=O)N1CCN(C(=O)c2cn(-c3ccc(C)c(C)c3)c(=O)c3ccccc23)CC1	-0.32	x	-0.34
64	O=C(COC(=O)c1cccc(S(=O)(=O)N2CCOCC2)c1)Nc1nc(-c2ccccc2Cl)cs1	-0.92	-30.6	-0.94
65	COc1ccc(NC(=O)Cn2cnc3c(cnn3C(C)(C)C)c2=O)cc1OC	x	14.3	x
66	Cc1ccc(C)n1-c1ccccc1N	0.78	-197.7	0.65
67	CCc1nnc(NC(=O)CSc2nnc(-c3ccccc3OC)n2-c2ccc(C)cc2)s1	-0.12	22.9	-0.58
68	COCCNC(=O)c1c(CSc2ccc(F)cc2)noc1C(=O)NCc1ccccc1	-1.36	x	-0.47
69	COC(=O)/C(=C1/Oc2cc3c(cc2S1)OCO3)C(F)(F)F	0.93	0.0	1.34
70	O=C(CSc1nccc(=O)[nH]1)N1CCCc2ccccc21	0.62	-19.4	0.28
71	c1coc(CNc2nc3nonc3nc2NCc2ccco2)c1	0.01	-17.9	-0.85
72	CCOC(=O)c1cc(NC(=O)N2CCOCC2)c(C)nc1C	0.3	9.6	0.37
73	Cc1ccc(-c2nnc(SCC#N)n2N)cc1	0.26	46.0	0.07
74	Cc1ccc(C(=O)CC(Nc2ccc(F)cc2)c2ccccc2)cc1 (stereo not given)	0.66	x	1.5
75	O=C(NC1CCCCC1)NC1CCN(CC(=O)N2CCOCC2)CC1	-0.07	x	0.17
76	CCC(=O)N(CCO)Cc1cc2ccc(C)c(C)c2[nH]c1=O	0.78	25.8	0.28
77	Cc1cccc(C)c1OCC(=O)N1CC2(C)CC1CC(C)(C)C2 (stereo not given)	-0.86	0.0	-0.61
78	CC(C)CC1(C(=O)NCCc2c[nH]c3ccccc23)C=CCN1C(=O)c1ccccc1 (stereo not given)	-0.14	4.8	0.06
79	CC(C)(C)c1ccc(-c2csc(NNC3=NCCCCC3)n2)cc1	0.56	-13.3	1.01
80	FC(F)(F)c1nc(-c2cccs2)ncc1-c1nnnn1-c1ccc(Cl)cc1	-1.43	-3.3	-0.44
81	COC(=O)C(C)(C)ONC(=O)Nc1ccc(C)cc1	0.52	20.6	-0.25
82	NC(N)=NS(=O)(=O)c1ccc(NC(=S)NC(=O)/C=C/c2ccco2)cc1	-0.43	x	-0.22
83	Cc1ccc(C)c(N2CCN(C(=O)c3ccc(NS(=O)(=O)c4c(C)noc4C)cc3)CC2)c1	0.66	x	2.08
84	COc1ccc(S(=O)(=O)Nc2ccc(S(=O)(=O)N(C)C)cc2)cc1[N+](=O)[O-]	1.56	7.4	-0.08
85	COc1ccc(S(=O)(=O)Nc2ccc(Cl)cn2)c(C)c1C	-1.5	-32.1	-0.25
86	COc1ccc(C2=CC(c3cc(OC)c(OC)c(OC)c3)NC(=S)N2)cc1 (stereo not given)	1.19	10.3	1.09
87	CC(=O)c1ccc(OCC(O)Cn2nnc3ccccc32)cc1 (stereo not given)	-1.15	x	-1.91
88	CCOc1cc(S(=O)(=O)NCc2ccc3c(c2)OCO3)ccc1F	-0.92	10.7	-1.32
89	O=C(NC(=S)Nc1ccc2c(c1)OCCO2)c1cccc(Br)c1	-1	15.4	-0.03
90	O=C(Cc1ncc(C(F)(F)F)cc1Cl)Nc1ccc(F)cc1	0.17	6.7	-0.41

Ordered by value in SDO1 yeast rescue Rescue 24 h (high to low): 3 from the list above.
entry	SMILES	SDO1 yeast rescue	INS promoter inh	SDO1 yeast rescue Rescue 24 h
86	COc1ccc(C2=CC(c3cc(OC)c(OC)c(OC)c3)NC(=S)N2)cc1 (stereo not given)	1.19	10.3	1.09
67	CCc1nnc(NC(=O)CSc2nnc(-c3ccccc3OC)n2-c2ccc(C)cc2)s1	-0.12	22.9	-0.58
88	CCOc1cc(S(=O)(=O)NCc2ccc3c(c2)OCO3)ccc1F	-0.92	10.7	-1.32

Going on with the list:
nr	structure	SDO1 yeast rescue	INS promoter inh	SDO1 yeast rescue Rescue 24 h
91	CC1CCN(S(=O)(=O)c2ccc3[nH]cc(C(=O)NCCN4CCOCC4)c(=O)c3c2)CC1	1.62	-42.9	2.43
92	O=C(O)CCc1ccc(-c2ccc(Br)cc2)n1CC(=O)O	1.12	58.3	0.22
93	CCC(C(=O)N1CCN(c2ccccn2)CC1)n1nc(C)n2c(cc3occc32)c1=O (stereo not given)	-0.57	15.4	-1.41
94	O=C1Nc2ccccc2C12OCCCCO2	-0.11	x	-0.96
95	c1ccc(-c2ccc(-c3csnn3)cc2)cc1	-0.54	-6.5	-0.65
96	Cc1cc(C)n(-c2nc3sc4c(c3c3nnc(SCC(N)=O)n23)CC(C)(C)OC4)n1	1.18	27.0	0.8
97	COc1cc(Cn2c(N)c(C#N)c3nc4ccccc4nc32)cc(OC)c1	-0.16	x	1.05
98	COc1ccc(NC(C)=O)cc1NC(=O)c1ccc(Cl)cc1	x	-21.4	x
99	N#CCSc1nc2ccc(N3CCOCC3)cc2c(=O)n1CCc1ccccc1	-1.04	-35.5	-0.32
100	CC1(C)Cc2cccc(OCC(O)CNCc3ccccn3)c2O1 (stereo not given)	0.22	-100.0	0.3
101	O=C(Cn1nnc(-c2ccccc2F)n1)Nc1cccc2ncccc12	0.04	7.1	1.55
102	Nc1ccc(N2CCN(c3cccc(Cl)c3)CC2)cc1	-1.79	38.5	-0.79
103	COC(=O)/C=C(\C)NC(=O)c1ccccc1Cl	0.43	18.2	-0.38
104	CC(C)(C)n1nnnc1C(c1cccnc1)N1CCN(C(=O)c2ccco2)CC1 (stereo not given)	0.39	66.7	-0.42
105	COCCOC(=O)/C(=C/c1ccc(OC(=O)c2ccccc2)cc1)C(C)=O	-0.97	x	-0.99
106	CCOC(=O)C(C)N1C(=O)S/C(=C/c2cc(C)n(-c3ccccn3)c2C)C1=O (stereo not given)	-0.05	18.5	0.82
107	COc1ccc(CCN2C(=O)CCC2(C)C(=O)NCc2cccnc2)cc1OC (stereo not given)	0.43	40.0	1.23
